Siah-1 displacement: blockers of Siah-1 interaction with plectin peptide – biochemical, fluorescence polarization, rhodamine-plectin, uHTS, primary screen (AID 1817) | Siah-1 / rhodamine-plectin peptide fluorescence polarization; higher % means a stronger effect | displacement, % at 20 µM; hits with a dose series show IC50 in µM | hit rate 0.02% among 290,000;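 active = displacement of at least 50% at 20 µM, with a fluorescence ratio check between 0.3 and a set limit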;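 also: plate controls were Siah plus tracer with DMSO for no effect and tracer alone without Siah for full effect; strong numbers were not always called active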
Myeloid diff MLP: myeloid differentiation induction; ER-HoxA9 myeloid progenitors, lysozyme-GFP differentiation, flow cytometry; calls only at 10 µM; hit rate 1% among 360,000; AID 624256;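 active = normalized GFP-positive differentiation at or above the plate's own cutoff, the solvent-only control mean plus 3 SD; inconclusive = no clear call, values can overlap the other calls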;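 also: cells exposed to compound for four days before flow analysis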
PhoP inhibition: PhoP-dependent GFP reporter repression – Salmonella Typhimurium, primary screen (AID 1863). hit rate 0.16% among 300,000. S. Typhimurium PhoP-regulated promoter GFP reporter, 4 h; higher % means a stronger effect. inhibition, % at 50 µM, or IC50 in µM where a hit was titrated;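 active = inhibition over 29.93%, a cutoff 3 SD above the screen mean, later confirmed by dose response; inconclusive = inhibition over 29.93% but no dose response follow-up; inactive = inhibition at most 29.93% or unconfirmed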;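 also: 0% = low Mg2+ inducing control and 100% = high Mg2+ repressing control; strong numbers were not always called active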
RSV antiviral HEp-2: RSV antiviral activity via CPE protection, HEp-2 cells, primary 10 µM value included (AID 2391); hit rate 0.13% among 310,000; CPE inhibition, % at 10 µM, or IC50 in µM where a hit was titrated; HEp-2 cells, RSV-induced CPE inhibition; higher % means a stronger effect; in the data active = a potency from the dose series; inconclusive = CPE inhibition mostly from about 23% at the one dose, without a potency; inactive = the rest, 99 in 100 with CPE inhibition below about 21%; also: strong numbers were not always called active
Myeloid diff MLP GFP+ MAC1+ %: second read-out of Myeloid diff MLP, no call of its own (marks repeat the call); GFP+ MAC1+ double positive, %; measured here: differentiation confirmed by MAC1 staining
* = called active by the depositor; i = inactive; ? = inconclusive; . = not tested or not shown.

SMILES	Siah-1 displacement	Myeloid diff MLP	Myeloid diff MLP GFP+ MAC1+ %	PhoP inhibition	RSV antiviral HEp-2
O=C1NC(=O)C(=C/C=C/c2coc3ccc(Br)cc3c2=O)C(=O)N1	-1%	.	.	.	.
COCCNC(=O)N1[C@H]2CC[C@@H]1C(C(=O)OC)=C(c1ccc(-c3ccccc3)c(F)c1)C2	.	.	.	.	2.3%
CC(C)(C#CCCCCC#CC(C)(C)[N+](C)(C)C)[N+](C)(C)C	14%	.	.	.	2.2%
NC(Cc1cc(O)c(O)cc1O)C(=O)O (configuration not stated)	.	.	.	37%	0.3%
CC(=O)O[C@@H]1/C=C/[C@](C)(O)C[C@@H](C)C/C=C/[C@H]2[C@H](O)C(C)=C(C)[C@H]3[C@H](Cc4ccccc4)NC(=O)[C@@]123	.	.	.	5%	1.2%
CCC1C=CC=CC[C@H](C)[C@@H](O)[C@](C)(O)C(=O)[C@@H](C)[C@H](O)[C@@H](C)C(=O)[C@H](C)[C@@H](O)[C@H](C)C=CC(=O)OC2[C@@H](C)C(CC1)OC1(CC[C@@H](C)C(C[C@H](C)O)O1)[C@@H]2C (some centres not stated)	.	.	.	-10%	-3.7%
CCCN1CCC[C@@H]2Cc3nc(N)ncc3C[C@H]21	.	.	.	-3%	-0.8%
COc1ccccc1[As](=O)(O)CC(O)COc1ccc(Cl)cc1Cl (configuration not stated)	4%	.	.	-2%	1.7%
CCN1C(=O)NC(=O)/C(=C\c2cn(CC(=O)O)c3ccccc23)C1=O	5%	.	.	9%	1.4%
COc1ccc(-c2ccc3c(c2)CN(C(=O)CCc2ccccc2)Cc2cnnn2-3)cc1	.	i	0.0	.	.
CCOCCCNC(=O)Cn1nc(-c2ccc(OC)c(OC)c2)ccc1=O	.	i	0.4	.	.
O=C(Cc1cc(=O)oc2cc(O)ccc12)NN=Cc1ccc(N(CCCl)CCCl)cc1	.	i	5.7	.	.
O=C(NCC1=C(c2cccc3ccccc23)C[C@@H]2CC[C@H]1N2Cc1ccco1)c1ccncc1	.	i	0.3	.	.
O=C(O)COc1cc(Cl)c(Cl)cc1Cl	.	i	2.8	.	.
COc1ccc2c(c1)C1OCCNC1CC2 (configuration not stated)	.	i	0.7	.	.

Six entries from above, with values under each structure.
The line under a structure holds: Siah-1 displacement | Myeloid diff MLP | Myeloid diff MLP GFP+ MAC1+ % | PhoP inhibition | RSV antiviral HEp-2
COc1ccc2c(c1)C1OCCNC1CC2 (configuration not stated)
  . | i | 0.7 | . | .
CC(=O)O[C@@H]1/C=C/[C@](C)(O)C[C@@H](C)C/C=C/[C@H]2[C@H](O)C(C)=C(C)[C@H]3[C@H](Cc4ccccc4)NC(=O)[C@@]123
  . | . | . | 5% | 1.2%
COCCNC(=O)N1[C@H]2CC[C@@H]1C(C(=O)OC)=C(c1ccc(-c3ccccc3)c(F)c1)C2
  . | . | . | . | 2.3%
O=C(NCC1=C(c2cccc3ccccc23)C[C@@H]2CC[C@H]1N2Cc1ccco1)c1ccncc1
  . | i | 0.3 | . | .
CCN1C(=O)NC(=O)/C(=C\c2cn(CC(=O)O)c3ccccc23)C1=O
  5% | . | . | 9% | 1.4%
CCOCCCNC(=O)Cn1nc(-c2ccc(OC)c(OC)c2)ccc1=O
  . | i | 0.4 | . | .

(next part)
SMILES	Siah-1 displacement	Myeloid diff MLP	Myeloid diff MLP GFP+ MAC1+ %	PhoP inhibition	RSV antiviral HEp-2
CCOC(=O)c1cc2cc(OC)ccc2n1C1CCN(Cc2ccccc2)CC1	.	i	1.5	.	.
CC(C)(C)n1nnnc1C(c1cccs1)N1CCC2(CC1)C(=O)NCN2c1ccccc1 (configuration not stated)	.	i	0.1	.	.
COC(=O)C1=C(c2ccc(F)cc2OCc2ccccc2)C[C@@H]2CC[C@H]1N2C(=O)N1CCC(O)(c2ccc(Cl)cc2)CC1	.	i	4.4	.	.
CC(C)NC1C2CCC(CC2)C1(O)c1ccc(Cl)c(Cl)c1 (configuration not stated)	.	i	0.9	.	.
COc1ccc(-n2nnnc2C(c2ccccc2)N2CCC(n3c(=O)[nH]c4ccccc43)CC2)cc1 (configuration not stated)	.	i	1.2	.	.
CC(=O)Nc1ccc(C=C2C(=O)NC(=O)NC2=O)cc1	.	i	1.5	.	.
O=c1[nH]c2ccccc2n1C1CCN(C(c2cc3ccccc3o2)c2nnnn2Cc2ccccc2)CC1 (configuration not stated)	.	i	1.5	.	.
COc1ccc(CN2Cc3cc(-c4cccc(F)c4)ccc3-n3nncc3C2)cc1	.	i	0.7	.	.
O=C1CC(N2CC2)C(=O)N1c1ccccc1 (configuration not stated)	.	i	0.2	.	.
O=C1c2ccccc2-c2cc3ccccc3cc21	.	i	1.6	.	.
COc1cc([N+](=O)[O-])c2ncccc2c1[N+](=O)[O-]	.	?	.	.	.
O=[N+]([O-])c1cccc(NP(=O)(N2CC2)N2CC2)c1	.	i	4.8	.	.
C=CCCC1(CC)C(=O)NC(=S)NC1=O	.	i	2.5	.	.
COc1ccc(-n2nnnc2C(c2cccs2)N2CCC(n3c(=O)[nH]c4ccccc43)CC2)cc1 (configuration not stated)	.	i	1.2	.	.
CCOCC1(CCc2ccccc2)C(=O)NC(=S)NC1=O	.	i	0.9	.	.
Fc1cccc(-c2ccc3c(c2)CN(C(=S)NCCc2ccccc2)Cc2cnnn2-3)c1	.	i	0.5	.	.
CC(C)(O)/C=C/C(=O)C(C)(O)C1C(O)CC2(C)C3CC=C4C(C=C(O)C(=O)C4(C)C)C3(C)C(=O)CC12C (configuration not stated)	.	?	.	.	.
CC=C(C)C(=O)OC1CCN2CC=C(COC(=O)C(O)(C(C)OC)C(C)(C)O)C12 (configuration not stated)	.	i	1.5	.	.
Clc1cccc(N2Cc3cc(-c4ccccc4)ccc3-n3nncc3C2)c1	.	i	0.5	.	.
CN1C(=O)NC(=O)C(N=Nc2ccc(Cl)cc2)C1=O (configuration not stated)	.	i	0.9	.	.
Nc1ccc(Br)cc1	.	i	1.2	.	.
Cc1cc(C(=O)OCC(=O)Nc2cccc(F)c2)c(C)n1C1CC1	.	i	0.7	.	.
COc1ccc(SCC2CN(C)CCC2c2ccc(F)cc2)cc1 (configuration not stated)	.	i	0.9	.	.
C[C@H](CO)N1C[C@H](C)[C@H](CN(C)C(=O)Oc2cccc3ccccc23)OCc2cnnn2CCCC1=O	.	i	0.5	.	.
CN1[C@@H]2CCC[C@H]1CC(=O)C2	.	i	2.5	.	.
Cc1cccc(CC(c2cccc(C)c2)N(C)C)c1 (configuration not stated)	.	i	0.2	.	.
CCOC(=O)[C@]12Cc3cc(C)ccc3[C@H]1N(Cc1ccccc1)C(=O)c1ccccc12	.	i	1.4	.	.
O=C1NCN(c2ccccc2)C12CCN(C(CCc1ccccc1)c1nnnn1-c1ccc3c(c1)OCCO3)CC2 (configuration not stated)	.	i	0.8	.	.
CC(=O)O[C@H]1CC[C@]2(C)C3CC[C@@]4(C)C(C[C@@H](O)[C@@H]4O)C3[C@@H](OC(C)=O)C[C@H]2C1 (some centres not stated)	.	i	0.6	.	.
CC12CCC(=O)C=C1CC(O)C1C2CCC2(C)C1CCC2(C)O (configuration not stated)	.	i	1.6	.	.
Nc1cccc2c1Cc1cc([N+](=O)[O-])ccc1-2	.	i	0.9	.	.
C[C@]12CCC(=O)C=C1CCC1C2CC[C@@]2(C)C1CC[C@@H]2O (some centres not stated)	.	i	0.8	.	.
C(#CCN1CCCCC1)CN1CCCCC1	.	i	1.0	.	.
Brc1ccc2[nH]cc(C=NN3CCCCCC3)c2c1	.	i	1.2	.	.
C[C@@H]1COc2cccc(N3CCN(C)CC3)c2S(=O)(=O)N1	.	i	0.7	.	.
C[C@]12CC[C@H](OC(=O)CCC(=O)O)CC1=CCC1C2CC[C@@]2(C)C1CC[C@@H]2OC(=O)CCC(=O)O (some centres not stated)	.	i	1.0	.	.
O=C1NCN(c2ccccc2)C12CCN(C(c1ccccc1OC(F)(F)F)c1nnnn1C1CCCC1)CC2 (configuration not stated)	.	i	2.3	.	.
CC(C)S(=O)(=O)N1Cc2ccccc2-n2nncc2C1	.	i	1.6	.	.
O=C/C=C/c1ccccc1	.	i	3.8	.	.
CN(C)P1(=O)N(C)CCN1C	.	i	0.9	.	.
CC(=O)N(C)C1=Nc2ccc(Cl)cc2C(c2ccccc2)=[N+]([O-])C1	.	i	0.8	.	.
O=C(/C=C/c1ccccc1)N1Cc2ccccc2-n2nncc2C1	.	i	1.5	.	.
CN1CCC[C@@H]1CCO[C@](C)(c1ccccc1)c1ccc(Cl)cc1	.	i	3.2	.	.
COc1ccccc1N1CCN(CCc2c[nH]c3cc4c(cc23)OCO4)CC1	.	i	1.5	.	.
C#C[C@]1(O)CCC2C3C(=O)C=C4C(Cl)=CCC[C@]4(C)C3CC[C@@]21C (some centres not stated)	.	i	0.5	.	.

Some of the entries above in a different format:
O=C1NC(=O)C(=C/C=C/c2coc3ccc(Br)cc3c2=O)C(=O)N1
  Siah-1 displacement: -1%
  Myeloid diff MLP: .
  Myeloid diff MLP GFP+ MAC1+ %: .
  PhoP inhibition: .
  RSV antiviral HEp-2: .

COCCNC(=O)N1[C@H]2CC[C@@H]1C(C(=O)OC)=C(c1ccc(-c3ccccc3)c(F)c1)C2
  Siah-1 displacement: .
  Myeloid diff MLP: .
  Myeloid diff MLP GFP+ MAC1+ %: .
  PhoP inhibition: .
  RSV antiviral HEp-2: 2.3%

CC(C)(C#CCCCCC#CC(C)(C)[N+](C)(C)C)[N+](C)(C)C
  Siah-1 displacement: 14%
  Myeloid diff MLP: .
  Myeloid diff MLP GFP+ MAC1+ %: .
  PhoP inhibition: .
  RSV antiviral HEp-2: 2.2%

NC(Cc1cc(O)c(O)cc1O)C(=O)O (configuration not stated)
  Siah-1 displacement: .
  Myeloid diff MLP: .
  Myeloid diff MLP GFP+ MAC1+ %: .
  PhoP inhibition: 37%
  RSV antiviral HEp-2: 0.3%

Going on with the list:
SMILES	Siah-1 displacement	Myeloid diff MLP	Myeloid diff MLP GFP+ MAC1+ %	PhoP inhibition	RSV antiviral HEp-2
Cc1cc(N(CCCl)CCCl)ccc1C=Cc1ccncn1	.	?	.	.	.
C=C1C(=O)OC2C1CCC(C)C1(O)C=CC(=O)C21C (configuration not stated)	.	i	3.9	.	.
COC1C(O)C(C)OC(OC2CCC3(C=O)C(CCC4C3CCC3(C)C(C5=CC(=O)OC5)CCC43O)C2)C1O (configuration not stated)	.	i	2.1	.	.
Nc1ncnc2c1ncn2[C@@H]1O[C@H](C(=O)NCCc2ccc(F)cc2)[C@@H](O)[C@H]1O	.	i	2.7	.	.
O=C(O)CCCOc1ccc(Cl)cc1Cl	.	i	2.4	.	.
COc1cc(C(=O)NN=Cc2ccc(N(CCCl)CCCl)cc2)cc(OC)c1OC	.	i	2.4	.	.
CC(C)(C)n1nnnc1C(c1cc2ccccc2o1)N1CCC2(CC1)C(=O)NCN2c1ccccc1 (configuration not stated)	.	i	1.1	.	.
C[C@]12CCC3C(CC[C@H]4CC(=O)CC[C@]34C)C1CCC2=O (some centres not stated)	.	i	0.6	.	.
COc1ccc(CC2=NCCc3cc(OC)c(OC)cc32)cc1OC	.	i	2.7	.	.
CS(=O)(=O)c1ccc(C2=C(CNC(=O)c3ccncc3)[C@H]3CC[C@@H](C2)N3Cc2ccccc2)cc1	.	i	0.5	.	.
C[C@H]1CN([C@@H](C)CO)C(=O)CCCn2nncc2CO[C@@H]1CN(C)C(=O)Oc1ccccc1	.	i	1.5	.	.
CC(CC(C#N)(c1ccccc1)c1ccccc1)N1CCCCC1 (configuration not stated)	.	i	0.9	.	.
CCOC(=O)[C@]12Cc3cc(OC)ccc3[C@H]1N(C1CCCCC1)C(=O)c1ccccc12	.	?	.	.	.
CCOC(=O)[C@]12Cc3cc(OC)ccc3[C@H]1N(CC(=O)OC)C(=O)c1ccccc12	.	i	0.7	.	.
CCOC(=O)[C@]12Cc3ccccc3[C@H]1N(Cc1ccccc1)C(=O)c1ccccc12	.	i	3.0	.	.
Nc1nc(N)c2cnnn2n1	.	i	0.8	.	.
COc1cccc(CN2CCN(c3ccc(F)cc3)CC2)c1OC	.	i	0.3	.	.

Screens (PubChem BioAssay)

Not all compounds are listed; the hit share may differ from the screen's.
